# IL2 activator = activates IL-2 in a cell-based reporter assay; IL-2 activation reporter assay, cell-based qHTS; stimulated with anti-CD3/CD4/CD28 beads; in transgenic mouse T cells; activation, % (series mostly up to about 46 µM); hit rate 0.065% among 360,000; in the data active = activation above about 50%; inconclusive = mostly about 30% to 49%; also: 0% is about no effect
#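 Using fluorescent plate cytometry, EGFP and DsRed are detected in transgenic mouse T cells stimulated 18 h at 37 degrees C with antibody-coated beads after 60 min compound pretreatment.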
# ATXN viability = cell viability loss in ATXN counter-screen; S2 cells (HEK-293 line with an ATXN2-luciferase reporter) viability, CellTiter-Fluor protease fluorescence, 24 h; Potency, µM (titrated, usually from 56.7 µM), hits mostly cytotoxic; hit rate 0.49% among 400,000; AID 651635; also: potency is read from the fitted curve at half-maximal effect; nearly all actives have a fitted effect of over 40% in size
# Nrf2 activator = activates Nrf2 signaling; hit rate 0.31% among 410,000; AREc32 ARE-luciferase reporter (MCF7-derived line), luminescence, 24 h; AID 624171; Potency, µM (titrated, usually from 46.1 µM), without a hit: at the top dose activation, hits mostly activators; also: potency is read from the fitted curve at half-maximal effect; % of control where 0% means no effect; nearly all actives have a fitted effect of over 65% in size
#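 For detection, Steady-Glo was added and plates sat 30 min at RT; before that, AREc32_Fluc cells grown overnight in OPTI-MEM/5% FBS had been treated with 23 nL compound for 24 hr at 37 deg C.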
# EPAC2 ag = EPAC2 (human) agonism; Q8WZA2; EPAC2 activation, biochemical qHTS; response scale: 100% = 6.5 mM cAMP response; Potency, µM (top dose mostly 154 µM), for the others: at the top dose activation, usual class: activators; hit rate 0.079% among 360,000; also: potency is read from the fitted curve at half-maximal effect; nearly all actives have a fitted effect of over 50% in size
# Target sequence (Q8WZA2 whole entry, looked up): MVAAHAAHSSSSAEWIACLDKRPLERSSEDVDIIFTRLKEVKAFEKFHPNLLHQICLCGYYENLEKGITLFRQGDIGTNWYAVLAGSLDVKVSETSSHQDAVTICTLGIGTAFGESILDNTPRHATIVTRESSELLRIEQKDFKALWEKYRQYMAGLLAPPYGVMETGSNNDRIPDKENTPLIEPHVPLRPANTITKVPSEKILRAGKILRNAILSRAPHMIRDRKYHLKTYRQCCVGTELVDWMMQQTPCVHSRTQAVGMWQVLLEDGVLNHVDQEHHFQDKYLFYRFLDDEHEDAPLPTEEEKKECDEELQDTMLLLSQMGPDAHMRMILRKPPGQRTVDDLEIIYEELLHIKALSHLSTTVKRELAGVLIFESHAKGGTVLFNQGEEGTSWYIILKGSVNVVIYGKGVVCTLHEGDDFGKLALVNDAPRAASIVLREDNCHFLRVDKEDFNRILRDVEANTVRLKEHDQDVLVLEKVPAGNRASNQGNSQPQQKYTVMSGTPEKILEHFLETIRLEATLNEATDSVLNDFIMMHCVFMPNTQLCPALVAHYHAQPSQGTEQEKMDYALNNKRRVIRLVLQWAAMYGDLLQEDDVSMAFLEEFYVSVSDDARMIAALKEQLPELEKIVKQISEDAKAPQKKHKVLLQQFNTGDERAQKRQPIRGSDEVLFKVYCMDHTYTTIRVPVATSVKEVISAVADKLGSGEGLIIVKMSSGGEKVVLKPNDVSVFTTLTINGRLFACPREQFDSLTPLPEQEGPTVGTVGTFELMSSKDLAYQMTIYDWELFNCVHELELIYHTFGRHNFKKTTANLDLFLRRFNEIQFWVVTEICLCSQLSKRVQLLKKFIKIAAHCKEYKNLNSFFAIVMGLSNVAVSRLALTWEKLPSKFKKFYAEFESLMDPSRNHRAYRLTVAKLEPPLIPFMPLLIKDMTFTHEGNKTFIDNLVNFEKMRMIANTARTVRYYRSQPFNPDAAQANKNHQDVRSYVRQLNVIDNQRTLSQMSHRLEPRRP
#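 Each well held 100 nM EPAC2, 250 nM RAP1B-BODIPY-GDP and 50 uM GDP. Fluorescence, read at 5-min intervals to 30 min, was referenced to a 6.5 mM cAMP positive control.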
# Nrf2 inh = blocks Nrf2 signaling; AID 504444; A549 ARE-Fluc reporter, luciferase luminescence, 18-24 h; Potency, µM (series often up to 46 µM), without a hit: at the top dose activity change, negative = inhibition, usual class: inhibitors; hit rate 2.1% among 360,000; also: potency is read from the fitted curve at half-maximal effect; % is scaled to controls: 0 for no effect and ±100 for the full control effect; nearly all actives have a fitted effect of over 60% in size
#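 Two sequential reads on A549 ARE_Fluc cells exposed to compound for 18-24 h: a CellTiter-Fluor fluorescence read for viability, then a luciferase luminescence read for Nrf2/ARE activity.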
# A549 viability = kills or reduces viability of A549 cells in Nrf2 counter-screen; Potency, µM (titrated, usually from 46 µM), without a hit: at the highest dose activity change, negative = cytotoxicity, usual class: inhibitors; A549 ARE-Fluc cells, CellTiter-Fluor viability, 18-24 h; AID 504648; hit rate 0.16% among 390,000; also: potency is read from the fitted curve at half-maximal effect; % is scaled to controls: 0 for no effect and ±100 for the full control effect
#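 A549 ARE-Fluc cells in 5% FBS OPTI-MEM, 5000 cells/well, rested 2 h then exposed to compounds in concentration-response for 18-24 h at 37 °C. Viability by CellTiter-Fluor fluorescence (Ex 405/Em 525) after 30 min; luciferase luminescence (BugLite, 15 min, RT) read afterwards.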
# ATXN2 expr inh = inhibitors of ATXN2 expression. AID 1745845. Potency, µM (doses to about 57 µM), for inactives: top-dose activity change, negative = inhibition, hits mostly inhibitors. hit rate 0.72% among 360,000. HEK-293 ATXN2-luciferase reporter, luminescence, 24 h; also: potency is read from the fitted curve at half-maximal effect; % is scaled to controls: 0 for no effect and ±100 for the full control effect; nearly all actives have a fitted effect of over 55% in size
#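 ATXN2-luciferase reporter cells (luciferase flanked by upstream and downstream ATXN2 gene portions) were treated 24 h at 37 °C with compounds at up to 57 uM. SteadyGlo luminescence gave expression; GF-AFC fluorescence gave viability.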
# TGFb inhibitor = blocks TGF-b signaling; HepG2 CAGA-GFP TGF-b/SMAD3 reporter, GFP fluorescence, 18 h; TGF-beta stimulated, 500 pg/mL final; Potency, µM (series often up to 46.1 µM), inactives show at the top dose activity, negative = inhibition, most hits filed as inhibitors; hit rate 1.2% among 410,000; also: potency is read from the fitted curve at half-maximal effect; % is scaled to controls: 0 for no effect and ±100 for the full control effect; nearly all actives have a fitted effect of over 65% in size
#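 TGF-beta reporter screen: HEPG2 CAGA-GFP, 1% FBS, 500 pg/mL TGF-beta final, 18 h; per-cell GFP summed per well; curves fitted and categorized by class.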
# HepG2 tox = counter-screen for TGF-b inhibitors: cytotoxicity in HepG2 cells; HepG2 CAGA-GFP viability, ATP luminescence, 18 h; Potency, µM (titrated, usually from 46.1 µM), without a hit: top-dose activity change, negative = cytotoxicity, actives largely listed as cytotoxic; hit rate 0.76% among 410,000; also: potency is read from the fitted curve at half-maximal effect; some results filed as inactive show a strong effect at the top dose
#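 HepG2 CAGA-GFP cells (1000/well, DMEM with 1% FBS) received compound, then TGF-beta at 500 pg/mL final, and were incubated 18 hours at 37 degrees C. Viability was read by CellTiter-Glo luminescence. Media-only wells were set as complete cell-killing and DMSO as no toxicity.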
# * hit, by the source's call; i = inactive; u = inconclusive; x = no result given; & = joins results of further samples; ! = not confirmed by another sample; [ ] = remark or other dose. Unless noted, calls follow the shape of the dose curve; as a rule, active = well fitted curve in the direction sought with a large enough effect; inconclusive = small, poorly fitted or top-dose-only effect, or another doubt; inactive = no such curve, though single readings can be large; an effect the other way counts as inactive or inconclusive.
SMILES,IL2 activator,ATXN viability,Nrf2 activator,EPAC2 ag,Nrf2 inh,A549 viability,ATXN2 expr inh,TGFb inhibitor,HepG2 tox
COc1ccc(CN2CCN(S(=O)(=O)c3ccccc3)CC2)c(OC)c1,-1.1,i,0.0%&-0.3%,2%,u,2%&-3%,-6%&3%,-23%&-19%,5%&-24%
Cc1ccccc1N=C1NC(=O)/C(=C/c2cccn2C)S1,-0.3,u,0.8%,7%,-12%,-17%,x,2%,-2%
Cc1noc(/C=C/N(C)C)c1S(=O)(=O)N1CCN(c2ccccc2)CC1,-2.3,i,-0.2%,0%,37%,1%,-15%,u,-24%
C(=C\c1ccc2ccccc2n1)/c1ccccc1,-0.3,i,16%,8%,u,0%,x,u,10µM*!
CC1(C(=O)NS(=O)(=O)c2cccc(Cl)c2)CCN1C(=O)C1(c2ccc(Cl)cc2)CCC1 (stereo not given),-0.3,i,-0.2%,10%,x,x,1%,-1%,-19%
S=c1nc(-c2ccccc2)[nH]c2ccc(Br)cc12,3.1,i,u,7%,5%,1%,11%,7%,-11%
CCN1C(=O)[C@H]2[C@@H](c3ccc(SC4CCCCC4)c(OC)c3)N3CCCC[C@@]3(C(=O)OC)[C@H]2C1=O,-3.0,u,-1.5%,2%,u,-1%,-30%,u,-20%
Cc1ccc(CNC(=O)c2ccc(Cn3nc(C)cc3C)o2)cc1,-0.6,i,-0.4%,8%,-10%,-1%,x,6%,-16%
COc1cc2ncnc(NCc3ccccc3)c2cc1OC,-1.8,i,0.6%,-4%,u,-9%,-10%,-8%,5%
Nc1ncc2c(n1)-c1cc(Cl)ccc1SC2,2.9,i,-0.7%,6%,u,-1%,-25%,4%,-3%
Cc1nnc(SCC(=O)Nc2ccc3c(c2)OCO3)n(N)c1=O,-0.4,i,2.0%,0%,0%,3%,-27%[2.22 µM],0%,-11%
CCOC(=O)C1=CCN(S(=O)(=O)c2ccccc2Cl)C1c1cccc(Br)c1 (stereo not given),-0.6,u,19%,18%,x,x,-31%,u,-25%

# Next section (three carried over from the part before).
SMILES,IL2 activator,ATXN viability,Nrf2 activator,EPAC2 ag,Nrf2 inh,A549 viability,ATXN2 expr inh,TGFb inhibitor,HepG2 tox
Nc1ncc2c(n1)-c1cc(Cl)ccc1SC2,2.9,i,-0.7%,6%,u,-1%,-25%,4%,-3%
Cc1nnc(SCC(=O)Nc2ccc3c(c2)OCO3)n(N)c1=O,-0.4,i,2.0%,0%,0%,3%,-27%[2.22 µM],0%,-11%
CCOC(=O)C1=CCN(S(=O)(=O)c2ccccc2Cl)C1c1cccc(Br)c1 (stereo not given),-0.6,u,19%,18%,x,x,-31%,u,-25%
CCn1c(-c2cc(-c3ccc(OC(C)C)cc3)nc3ccccc23)n[nH]c1=S,-3.3,i,0.9%,24%,9%,2%,40%[activator],u,-21%
Cc1cccc(Cn2c(C(C)O)nc3ccccc32)c1 (stereo not given),0.1,i,-0.8%,-2%,13%,6%,-1%,-19%,-3%
CCC(=O)N1CCc2cc(S(=O)(=O)NCCC(=O)N3CCN(Cc4ccccc4)CC3)ccc21,-0.8,i,0.2%,0%,u,x,4%,-8%,-14%
COc1ccc2cc(OCC(=O)NNC(=O)Nc3ccc(F)cc3)ccc2c1,0.8,i,0.4%,0%,-6%,10%,-12%,-3%,-3%
CNc1cncc(-c2ccccc2NC(C)=O)n1,-0.2,i,-0.7%[9.22 µM],-3%,x,x,8%,-4%,-9%
C=C(C)C(=O)Nc1cccc(C2=NOC3(C2)C[C@H](C(N)=O)N(C(=O)COc2ccc(Cl)cc2)C3)c1 (stereo not given in full),-0.1,i,0.1%,-3%,0%,-1%,2%,-12%,-1%
COc1cccc(-c2cn(C[C@H]3CC[C@@H]([C@@H]4CC[C@H](Cn5cc(-c6cccc(OC)c6)nn5)O4)O3)nn2)c1,-2.9,u,-0.2%,10%,-15%,-6%,-9%,-1%,-10%
COc1cc2c(cc1NS(=O)(=O)N1CCCCC1)oc1ccccc12,-2.6,i,-0.3%,6%,x,0%,-8%,11%,-6%
O=C1NC2(CCCCC2)C(=O)N1CCN1C(=O)c2ccccc2C1=O,-1.6,i,-1.1%,10%,-5%,-2%,x,-15%,-8%
Cc1oc2cc3oc(=O)c(CCC(=O)N[C@H](C(=O)O)C(C)C)c(C)c3cc2c1C,-0.5,i,-0.1%,10%,16%,-1%,-12%,1%,-16%
C[C@@H]1CN([C@@H](C)CO)S(=O)(=O)c2ccc(Br)cc2O[C@@H]1CN(C)Cc1cccnc1,-1.5,i,0.0%,4%,x,x,-3%,7%,-2%
Cc1cc(C(=O)CSc2nnc(-c3cccnc3)n2-c2ccccc2F)c(C)n1CC1CCCO1 (stereo not given),-0.3,i,0.3%,-4%,4%,1%,0%,u,3%
O=C(Cn1cc(S(=O)(=O)Cc2ccccc2)c2ccccc21)N1CCOCC1,0.1,u,-0.1%,2%,3%,-1%,5%,16%,3%
O=C(CN1C(=O)NC2(CCCCCCC2)C1=O)Nc1ccc(Br)cc1Br,0.4,i,-0.2%,14%,u,-11%,-11%,0%,-24%
CC(=O)n1ccnc1,-0.4,i,-0.2%,1%,-22%,-3%,6%,11%,13%
O=C(NCC1CCN(Cc2ccccc2F)CC1)C1CCCN(c2ncnc3c2nc2n3CCCCC2)C1 (stereo not given),-2.3,i,0.5%,-3%,23%,10%,-12%,-12%,-19%
Cc1cccc(-c2nnc3n2N=C(c2ccccc2)CS3)c1,-2.5,u,1.9%,7%,u,-3%,-24%,-3%,3%
Cc1cc2c(c(=O)n1CCc1ccccc1)C(C(C)C)C(C#N)=C(N)O2 (stereo not given),3.8,i,-0.6%,3%,-4%,-2%,-9%,0%,-22%
COCCSc1ccccc1C(=O)Nc1ccncc1,-2.8,i,-0.7%,10%,-36%,3%,2%,29%,3%
CCOC(=O)c1cnn(-c2ccccc2)c1-n1cccc1C(=O)C(=O)Nc1ccc(F)cc1,5.4,u,3.3%,9%,x,8%,-9%,14%,0%
COc1ccc(C(=O)NN2C(=O)C3CCC(C)(C2=O)C3(C)C)cc1 (stereo not given),-2.1,i,-0.1%,0%,0%,0%,3%,2%,-14%
COc1ccc(S(=O)(=O)N2CCc3ccccc32)cc1C(=O)NCCc1ccccn1,1.7,i,-0.7%,0%,3%,7%,3%,8%,5%
CC(=O)Nc1ccc(NC2=C(Cl)C(=O)c3ccccc3C2=O)cc1,-0.8,x,24%,0%,u,u,u,3.5µM*,3.5µM*
CCOCC(=O)Nc1cc(-c2cn3cccnc3n2)ccc1C,-2.4,i,-0.3%,2%,6%,-1%,7%,1%,-4%
O=C(O)Cc1csc(NC(=O)CSc2cccc(C(=O)O)n2)n1,-0.7,i,0.0%,11%,-14%,-8%,2%,-4%,13%
CCn1c(CCc2nc3ccccc3[nH]2)n[nH]c1=S,1.0,i,-0.5%,1%,8%,5%,-5%,3%,0%
Cc1cc(C(=O)CSc2n[nH]c(N)n2)c(C)n1-c1ccc(F)cc1,-2.4,i,-0.1%,-1%,-27%,u,31%[activator],6%,1%
O=C(NCc1ccccn1)c1coc(=O)c(Br)c1,0.8,i,u,1%,2%,-11%,6%,u,-4%
Cc1cccc(N2CC(O)(c3cccs3)[N+]3=C2CCCC3)c1C (stereo not given),-4.0,i,-0.7%,8%,21%,-5%,x,-12%,-17%
COC(=O)Nc1ccc(S(=O)(=O)N2CCCC(C(=O)NC3CCCCC3)C2)cc1 (stereo not given),-2.2,i,2.8%,-4%,u,-7%,-7%,-6%,13%
Cc1ccc(C)c(S(=O)(=O)NCC(=O)N2CCCC2)c1,-0.3,i,-0.3%,-5%,0%,-1%,-12%,5%,14%
O=C(CCN1C(=O)c2ccc([N+](=O)[O-])cc2C1=O)Nc1ccccc1C(=O)O,-0.5,i,-0.7%,15%,1%,15%,-11%,0%,-6%
CN(C)C(=O)CSc1nnc(-c2cnccn2)n1C,-1.0,i,-0.2%,0%,-1%,-1%,6%,1%,-31%
CCOC(=O)N1CCN(Cc2nc(N)nc(Nc3ccc(C)cc3)n2)CC1,-2.2,i,-0.6%,6%,15%,3%,4%,-7%,-18%
Cc1cccc(NC(=O)CN2CCN(C(=O)c3oc4c(Cl)cccc4c3C)CC2)c1C,0.4,i,3.5%,8%,-6%,0%,-26%,-32%,-40%
C[C@@H](OC(=O)c1[nH]cnc1C(=O)N1CCN(C(=O)OC(C)(C)C)CC1)c1ccccc1,-0.5,i,0.7%,-7%,1%,-1%,5%,3%,-1%
COC(=O)C1=C(C(=O)OC)C(c2ccc(OC)c(OC)c2)c2sc(=O)[nH]c2S1 (stereo not given),-0.9,i,6.4%,0%,0%,-11%,-15%,u,3%
CC(NC(=O)C1CCN(C(=O)Nc2ccccc2)CC1)c1ccccc1 (stereo not given),-0.4,i,-0.5%,6%,-5%,1%,2%,6%,7%
CCN1C(=O)[C@H]2[C@H]3CN=C(SCc4ccccc4)N3[C@@](C)(C(=O)OC)[C@H]2C1=O,0.5,i,-0.2%,10%,-7%,-1%,8%,25%,2%
Cc1ccccc1Nc1c(-c2ccc(Br)cc2O)nc2sccn12,x,x,5.0%,x,-15%,-8%,x,-27%,-24%
CCN(CC(=O)Nc1cccc(OC)c1)CC(=O)Nc1ccccc1C,1.0,i,2.5%,7%,-20%,-2%,0%,1%,6%

# Printed as active in TGFb inhibitor (from the list above):
SMILES | IL2 activator | Nrf2 activator | EPAC2 ag | TGFb inhibitor
CC(=O)Nc1ccc(NC2=C(Cl)C(=O)c3ccccc3C2=O)cc1 | -0.8 | 24% | 0% | 3.5µM*

# Source: PubChem BioAssay (National Center for Advancing Translational Sciences (NCATS))
